# RXFP1 ag – qHTS Assay for Agonists of the Relaxin Receptor RXFP1; Relaxin receptor 1 (Homo sapiens), Q9HBX9; HEK293T-RXFP1 cAMP TR-FRET, 30 min; response scale: percent of porcine relaxin response, buffer zero; Potency, µM (doses to about 57.5 µM), inactives show at the top dose activation, hits mostly activators; actives 0.3% (n = 370,000); AID 2676, 2010; further: potency means the concentration at half of the fitted maximal effect; on the % scale 0 is the no-effect control and ±100 the full control effect; nearly all actives have a fitted effect of over 60% in size; many of its hits are not listed in these tables
# Target sequence (Q9HBX9 whole entry, looked up): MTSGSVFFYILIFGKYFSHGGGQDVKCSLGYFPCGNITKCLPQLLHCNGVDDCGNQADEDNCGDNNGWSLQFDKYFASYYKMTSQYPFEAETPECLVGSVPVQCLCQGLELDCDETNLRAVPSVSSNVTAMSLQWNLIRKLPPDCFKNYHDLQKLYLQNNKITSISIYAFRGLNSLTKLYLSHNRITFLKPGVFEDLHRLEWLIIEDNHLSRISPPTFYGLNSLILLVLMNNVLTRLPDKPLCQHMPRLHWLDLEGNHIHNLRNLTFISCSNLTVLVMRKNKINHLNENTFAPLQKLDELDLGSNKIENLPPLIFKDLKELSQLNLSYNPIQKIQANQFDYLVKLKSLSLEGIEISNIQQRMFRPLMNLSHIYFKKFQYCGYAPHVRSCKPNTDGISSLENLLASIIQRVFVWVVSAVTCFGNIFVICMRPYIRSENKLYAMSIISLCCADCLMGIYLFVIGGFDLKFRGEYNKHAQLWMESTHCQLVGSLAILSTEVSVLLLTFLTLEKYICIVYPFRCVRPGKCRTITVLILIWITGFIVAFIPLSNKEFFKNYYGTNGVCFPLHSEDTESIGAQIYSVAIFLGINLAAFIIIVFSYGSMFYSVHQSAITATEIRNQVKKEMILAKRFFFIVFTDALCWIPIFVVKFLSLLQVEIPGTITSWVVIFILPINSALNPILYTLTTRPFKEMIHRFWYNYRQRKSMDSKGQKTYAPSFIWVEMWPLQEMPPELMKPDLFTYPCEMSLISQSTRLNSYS
#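 cAMP rise read by TR-FRET after 30 min, 37C compound exposure (up to 58 uM) in RXFP1-transfected HEK293 cells with Ro 20174 present. EC50 from Hill-equation fits, with 29 nM porcine relaxin as 100% and buffer as basal.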
# PI4K2A inh – qHTS for small molecular inhibitors of PI4K2A; activity change, negative = inhibition, % at 76.9 µM; AID 1346378, 2018; Phosphatidylinositol 4-kinase type 2-alpha (Homo sapiens), Q9BTU6; actives 0.13% (n = 420,000); purified PI4K2A, ADP-Glo luminescence, 1 h; active compounds read low; in the data active means activity change below about -50%; inconclusive means mostly about -30% to -49%;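 further: -100% = wells without enzyme as full effect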
#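 PI4K2A activity was measured by ADP-Glo luminescence: enzyme (4 ug/mL stock) and phosphatidylinositol (1.2 mM stock) in Tris pH 7.5/MgCl2/EGTA/Triton X-100 buffer were reacted with ATP (300 microM stock) for one hour at ambient temperature.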
# LDHA block – qHTS assay for inhibitors of human lactate dehydrogenase | L-lactate dehydrogenase A chain (Homo sapiens), P00338 | purified LDHA, NADH/diaphorase-resazurin fluorescence; active compounds read low | activity change, % (values are at about 110 or 230 µM) | actives 0.15% (n = 480,000); in the data active means activity change below about -30%; inconclusive means mostly about -25% to -30%;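 further: plate controls were DMSO wells for no effect and wells without enzyme for full effect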
#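 Resorufin fluorescence (ex540/em590), read at 0 and 20 min after diaphorase/resazurin addition, reports the NADH left after a 5 min room-temperature reaction of 2 nM human LDH5 with 0.06 mM NADH and 0.2 mM pyruvate.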
# GRP78 ERSR act – qHTS for Inducers of the Endoplasmic Reticulum Stress Response (ERSR) in Human Glioma: qHTS | Potency, µM, inactives show at the highest dose activation, most hits filed as activators | U87-MG GRP78 promoter luciferase reporter, 16 h | AID 602332, 2012 | actives 0.02% (n = 420,000); further: potency means the concentration at half of the fitted maximal effect; series mostly up to about 76 µM; % of control where 0% means no effect; nearly all actives have a fitted effect of over 35% in size
#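 Stably transfected U87-MG glioma cells carrying a GRP78-based luciferase sensor; 16 h compound incubation. Luminescence end-point read 10 min after Bright-Glo addition at room temperature.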
# USP1 inh – Inhibitors of USP1/UAF1: Primary Screen | AID 743255, 2014 | actives 0.23% (n = 390,000) | recombinant USP1/UAF1, Ub-Rhodamine cleavage fluorescence | Potency, µM (series often up to 57.1 µM), for inactives: top-dose activity change, negative = inhibition, hits mostly inhibitors; further: potency means the concentration at half of the fitted maximal effect; on the % scale 0 is the no-effect control and ±100 the full control effect; nearly all actives have a fitted effect of over 60% in size; inactives centre near -12
#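 High-throughput fluorogenic screen: 1nM USP1/UAF1 complex, Ub-Rho substrate 150nM final, 50mM HEPES pH 7.8 with 0.5mM EDTA, 0.1 mg/ml BSA, 1mM TCEP and 0.01% Tween-20.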
# IDH1 R132H inh – qHTS for Inhibitors of mutant isocitrate dehydrogenase 1 (IDH1): qHTS; Isocitrate dehydrogenase [NADP] cytoplasmic (Homo sapiens), O75874; IDH1-R132H enzyme, NADPH consumption, diaphorase/resazurin fluorescence; Potency, µM (doses to about 76.6 µM), for inactives: top-dose activity change, negative = inhibition, hits mostly inhibitors; actives 0.093% (n = 390,000); further: potency means the concentration at half of the fitted maximal effect; on the % scale 0 is the no-effect control and ±100 the full control effect; nearly all actives have a fitted effect of over 65% in size
#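 IDH1-R132H (0.5 ug/mL dispensed) in pH 7.5 Tris buffer was preincubated 30 min with compound, then given a substrate mix of 0.016 mM NADPH and 2 mM alpha-KG for 80 min at room temperature; remaining NADPH was read by diaphorase/resazurin fluorescence.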
# Vif-APOBEC3F blk – qHTS for Inhibitors of Vif-A3F Interactions: qHTS. AID 602313, 2012. Potency, µM (highest dose often 46.1 µM), inactives show top-dose activity, negative = active. HeLa A3F-eYFP + Vif (tagged APOBEC3F with the HIV-1 protein that degrades it), YFP fluorescence increase. actives 0.2% (n = 390,000); further: potency means the concentration at half of the fitted maximal effect; % of control where 0% means no effect; nearly all actives have a fitted effect of over 65% in size
#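 HeLa cells stably expressing A3F-eYFP plus Vif, plated and incubated overnight at 37 deg C, then exposed to compounds overnight at 37 deg C. Blocked degradation read as raised yellow fluorescence (Ex 488/Em 500-530).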
# TrxR1 substrate – qHTS Assay for Substrates of Mammalian Selenoprotein Thioredoxin Reductase 1 (TrxR1): qHTS; Thioredoxin reductase 1, cytoplasmic (Rattus norvegicus), O89049; purified TrxR1 substrate turnover, NADPH consumption readout; Potency, µM (highest dose often 114 µM), inactives show top-dose activity change, negative = substrate turnover; actives 0.01% (n = 390,000); further: potency means the concentration at half of the fitted maximal effect; on the % scale 0 is the no-effect control and ±100 the full control effect; nearly all actives have a fitted effect of over 50% in size
#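 Rat TrxR1, dispensed at 90 nM, was prereduced with 400 uM NADPH (final) for 5 min at ~22 deg C, then incubated with compound 15 min before 400 uM selenite. A first-read NADPH fluorescence drop versus no-compound background flagged substrates.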
# Vif-A3G inh – qHTS for Inhibitors of Vif-A3G Interactions: qHTS; DNA dC->dU-editing enzyme APOBEC-3G (Homo sapiens), Q9HC16; HeLa A3G-eYFP + Vif (tagged APOBEC3G with the HIV-1 protein that degrades it), YFP fluorescence, overnight; Potency, µM (top dose mostly 46.1 µM), inactives show at the highest dose activity, negative = active, usual class: inhibitors; actives 0.076% (n = 410,000); AID 602310, 2012;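 further: potency means the concentration at half of the fitted maximal effect; on the % scale 0 is the no-effect control and ±100 the full control effect; nearly all actives have a fitted effect of over 60% in size; hits raise eYFP signal because A3G escapes Vif-driven loss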
#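 HeLa cells stably expressing Vif and C-terminally eYFP-tagged A3G, seeded overnight at 37 deg C, then exposed to compound by pintool overnight at 37 deg C. Rise in yellow fluorescence (Ex 488/Em 500-530, Acumen) marks blocked Vif-driven A3G degradation.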
# Numbers without * were called inactive; ? = inconclusive; . = no result given; [ ] = another dose, or the depositor's remark. Unless noted, the call rests on the fitted dose curve; in most records, active means well fitted curve in the direction sought with a large enough effect; inconclusive means small, poorly fitted or top-dose-only effect, or another doubt; inactive means no such curve, though single readings can be large; an effect the other way counts as inactive or inconclusive. An excerpt, so the mix of outcomes need not match the whole.
1. CCCCC(CC)CNC(=O)CCCCCn1c(=O)[nH]c2ccsc2c1=O (stereo not drawn)
2. Cc1ccc(NC(=O)CN(C)C(=O)c2cc(S(=O)(=O)N(C)C)ccc2N2CCCC2)cc1
3. CCCCNC(=O)N1CCN(C(=O)c2ccco2)CC1
4. Cc1ccccc1CN1C(=O)c2ccccc2Sc2ccc(C(=O)NC3CCCC3)cc21
5. CCOc1cc(C(=S)N2CCCCC2)ccc1OS(=O)(=O)c1ccc(Br)cc1

compound no.,1,2,3,4,5
GRP78 ERSR act,-2%,-3%,-2%,-1%,-1%
Vif-APOBEC3F blk,4%,2%,1%,-8%,-2%
LDHA block,-11,-10,-10,-2,2
TrxR1 substrate,-4%,-11%,2%,-2%[57.1 µM],-4%
IDH1 R132H inh,-7%,-2%,-17%,-5%,-1%
USP1 inh,-25%,-9%,-2%,-25%,-18%
RXFP1 ag,-1.7%,-0.7%,0.5%,0.1%,1.3%
Vif-A3G inh,1%,1%,-8%,0%,2%
PI4K2A inh,-5,-5,-2,0,0

6. Nc1cc(=O)nc(SCC(=O)NC2CCCCC2)n1-c1ccccc1
7. CC12CCCCC1NS(=O)(=O)OC2 (stereo not drawn)
8. O=C1CN(C(=O)COc2ccc(Cl)cc2)C(c2ccccc2)c2cc(Br)ccc2N1 (stereo not drawn)
9. C/C=C/Cn1c(N(C)Cc2ccccc2)nc2c1c(=O)[nH]c(=O)n2C
10. Cn1c(=O)[nH]c(NC2CCCCC2)c(N=O)c1=O

compound no.,6,7,8,9,10
GRP78 ERSR act,-5%,-1%,-3%,-3%,-5%
Vif-APOBEC3F blk,3%,1%,3%,4%,2%
LDHA block,0,-3,-5,-2,1
TrxR1 substrate,7%,-2%,7%,6%,-7%[57.1 µM]
IDH1 R132H inh,4%,-3%,9%,-7%,1%
USP1 inh,-11%,-5%,-16%,-27%,3%
RXFP1 ag,1.9%,-1.6%,-1.5%,-0.1%,0.2%
Vif-A3G inh,0%,2%,-19%,-1%,0%
PI4K2A inh,1,5,-2,-3,2

11. COc1ccc(N(CC(=O)N2CCC(C)CC2)S(=O)(=O)c2c(C)nn(C)c2C)cc1
12. Cc1cc(C)nc(SCC(=O)NC2CCCC2)n1
13. Cc1c(C(=O)NC2CCCc3ccccc32)oc2ccccc12 (stereo not drawn)
14. Cc1csc(-c2cnn(-c3ccccc3)c2NC(=O)c2ccc(C(F)(F)F)cc2)n1
15. CC(C)NC(=O)C1CCC(Cn2c(=O)c3sccc3n(CC(=O)NCc3ccccc3)c2=O)CC1 (stereo not drawn)

compound no.,11,12,13,14,15
GRP78 ERSR act,-2%,-5%,-1%,-2%,-1%
Vif-APOBEC3F blk,-9%,0%,4%,-6%,6%
LDHA block,-1,-1,-5,-5,-6
TrxR1 substrate,12%[57.1 µM],0%[57.1 µM],4%,-12%,5%[57.1 µM]
IDH1 R132H inh,3%,4%,10%,11%,16%
USP1 inh,-23%,-14%,-9%,-5%,-18%
RXFP1 ag,0.2%,1.8%,-0.2%,0.1%,0.7%
Vif-A3G inh,2%,0%,0%,1%,-5%
PI4K2A inh,-2,-3,1,-8,4

16. CCOC(=O)c1ccc(NC(=O)c2cc(S(=O)(=O)N3CCOCC3)ccc2O)cc1
17. Cc1cc(NC(=O)CSCC(=O)OCC(=O)c2ccc(Br)cc2)no1
18. COc1ccc(-c2noc(-c3ccc(NC4CCCCC4)c([N+](=O)[O-])c3)n2)cc1OC
19. CCCn1nc(C(=O)N2CCN(S(=O)(=O)c3ccc(C)c(C)c3)CC2)c2ccccc2c1=O
20. COc1cc(NC(=O)c2noc3c2CCc2ccccc2-3)cc(OC)c1OC
21. Cc1ccc(Cl)cc1NC(=O)C(C)n1nnc2sc(-c3ccccc3)cc2c1=O (stereo not drawn)

compound no.,16,17,18,19,20,21
GRP78 ERSR act,5%,-7%,-2%,-1%,-3%,-4%
Vif-APOBEC3F blk,5%,7%,9%,5%,4%,2%
LDHA block,-4,0,-4,-1,2,-5
TrxR1 substrate,4%,.,7%,2%,-6%,-4%
IDH1 R132H inh,-2%,8%,-16%,2%,5%,-10%
USP1 inh,-18%,-19%,-18%,-9%,?,-20%
RXFP1 ag,0.0%,.,-0.8%,0.6%,1.6%,-1.1%
Vif-A3G inh,-8%,7%,7%,2%,-3%,-1%
PI4K2A inh,2,4,1,3,-1,3

# By substructure: those above with a halogen (5)
5. CCOc1cc(C(=S)N2CCCCC2)ccc1OS(=O)(=O)c1ccc(Br)cc1
8. O=C1CN(C(=O)COc2ccc(Cl)cc2)C(c2ccccc2)c2cc(Br)ccc2N1 (stereo not drawn)
14. Cc1csc(-c2cnn(-c3ccccc3)c2NC(=O)c2ccc(C(F)(F)F)cc2)n1
17. Cc1cc(NC(=O)CSCC(=O)OCC(=O)c2ccc(Br)cc2)no1
21. Cc1ccc(Cl)cc1NC(=O)C(C)n1nnc2sc(-c3ccccc3)cc2c1=O (stereo not drawn)

compound no.,5,8,14,17,21
GRP78 ERSR act,-1%,-3%,-2%,-7%,-4%
Vif-APOBEC3F blk,-2%,3%,-6%,7%,2%
LDHA block,2,-5,-5,0,-5
TrxR1 substrate,-4%,7%,-12%,.,-4%
IDH1 R132H inh,-1%,9%,11%,8%,-10%
USP1 inh,-18%,-16%,-5%,-19%,-20%
RXFP1 ag,1.3%,-1.5%,0.1%,.,-1.1%
Vif-A3G inh,2%,-19%,1%,7%,-1%
PI4K2A inh,0,-2,-8,4,3

# Source: PubChem (National Center for Advancing Translational Sciences (NCATS))
